HEK293 NOD2/NF-kB = NOD2 signaling inhibitors, cell-based, luminescence, uHTS, HEK293 (AID 1566) | HEK293 NOD2/NF-kB luciferase reporter, luminescence; higher % means a stronger effect | inhibition, % at 4 µM; hits with a dose series show EC50 in µM | hit rate 0.63% among 290,000; also: many of its hits are not listed in these tables
Hep lipid drop = hepatic lipid droplet formation modulation; hit rate 0.4% among 240,000; AID 1656; AML12 mouse hepatocytes, oleate lipid droplets, BODIPY imaging; inhibition, % at 6.5 µM;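 active = lipid droplet intensity inhibited by at least 50%, with more than 500 cells counted; inconclusive = wells with under 300 cells, treated as cytotoxic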
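Test system: AML12 hepatocytes (mouse); reagent: oleate loading, 100 µM; dosing: one dose, 6.5 µM compound; incubation: overnight exposure; signal: fluorescence imaging, 20x objective, two fields per well; read-out basis: % inhibition of corrected integrated BODIPY droplet signal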
AID2073 = inhibitors of Mint1-CaV2.2 protein interaction, biochemical, HTRF (AID 2073); HTRF protein-protein interaction, Mint1-CaV2.2; higher % means a stronger effect; hit rate 0.19% among 290,000; inhibition, % at 20 µM; hits with a dose series show IC50 in µM; in the data active = inhibition mostly above about 51%, no sharp cut-off; inconclusive = no clear call, values can overlap the other calls; inactive = mostly below about 53%; also: some results filed as inactive read as strong as hits
LYP inhibition = PTPN22 lymphoid phosphatase activity blockers – biochemical, fluorescence intensity, uHTS (AID 1779); recombinant LYP phosphatase, fluorescence intensity; higher % means a stronger effect; inhibition, % at 11.5 µM, or IC50 in µM where a hit was titrated; hit rate 0.054% among 290,000;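 also: plate controls were vehicle with enzyme for no effect and no enzyme for full effect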
ER stress rescue = rescue of cells from ER stress-induced death, primary screen, 384-well, CSM14.1, thapsigargin, ATP luminescence (AID 1222) | cellular ATP content (survival), % at 20 µM; hits with a dose series show EC50 in µM | CSM14.1 thapsigargin-induced death rescue, ATP luminescence; higher % means a stronger effect | 190,000 tested, under 10 active;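 active = EC50 below 50 µM in the dose-response confirmation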;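 also: death triggered by thapsigargin at about 15 µM added after 2 h compound pretreatment; cell ATP read after overnight thapsigargin exposure of roughly 18 to 22 hours; normalized against plate controls of thapsigargin alone and 5% DMSO vehicle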
P. falciparum M1AAP = malaria alanyl aminopeptidase activity blockers – biochemical, fluorogenic H-Leu-NHMec substrate, 1536-well (AID 1445). recombinant M1AAP, H-Leu-NHMec fluorogenic kinetic assay; higher % means a stronger effect. one-dose inhibition, % at 30 µM; IC50 in µM for titrated hits. hit rate 0.42% among 220,000;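 active = primary inhibition above the hit cutoff, then over 50% inhibition at one or more dose response concentrations, cut at about 23% in these data, passing the limit was not always enough; inconclusive = conflicting primary data, or primary hits not chosen for dose response; inactive = low primary inhibition, or under 50% at every dose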;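 also: plate controls were DMSO full reaction for no effect and no enzyme background for full effect; strong numbers were not always called active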
SIAH1 antagonists = Siah-1 peptide-binding antagonists, primary screen, biochemical, fluorescence polarization, rhodamine-plectin, uHTS (AID 1817) | hit rate 0.02% among 290,000 | displacement, % at 20 µM, or IC50 in µM where a hit was titrated | Siah-1 / rhodamine-plectin peptide fluorescence polarization; higher % means a stronger effect;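 active = displacement of at least 50% at 20 µM, with a fluorescence ratio check between 0.3 and a set limit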;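 also: plate controls were Siah plus tracer with DMSO for no effect and tracer alone without Siah for full effect; strong numbers were not always called active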
XIAP antagonists = small molecules displacing peptide from XIAP – biochemical, IAP family, fluorescence polarization (AID 1018); XIAP BIR domain, fluorescence polarization peptide displacement; higher % means a stronger effect; displacement, % at 20 µM; hits with a dose series show IC50 in µM; hit rate 0.007% among 200,000; in the data active = displacement above about 50%; also: a part of the inactive calls stands beside numbers as strong as those of hits
P. falciparum M17LAP = P. falciparum M17LAP inhibitors, primary screen, biochemical, fluorogenic H-Leu-NHMec substrate, 1536-well (AID 1619). inhibition, % at 30 µM, or IC50 in µM where a hit was titrated. hit rate 0.38% among 220,000. recombinant M17LAP, H-Leu-NHMec fluorogenic kinetic assay; higher % means a stronger effect;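 active = compound inhibiting the enzyme by more than half at any dose during confirmatory dose-response retesting; inconclusive = strong single-dose inhibitors picked by rank but not retested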;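 also: plate controls were full reaction with DMSO carrier for no effect and no enzyme background for full effect; strong numbers were not always called active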
Hep lipid drop cells 6.5 µM = also measured in Hep lipid drop; calls as there; cell count; measured here: cell count, cytotoxicity flag;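 cells counted across two imaged fields per well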
* = called active by the depositor; ? = inconclusive; nt = not tested or not shown. Rule as the data show it, unless noted: active = inhibition above about 50%; inactive = the rest.

SMILES | HEK293 NOD2/NF-kB | Hep lipid drop | Hep lipid drop cells 6.5 µM | AID2073 | LYP inhibition | ER stress rescue | P. falciparum M1AAP | SIAH1 antagonists | XIAP antagonists | P. falciparum M17LAP
CC(=O)Nc1ccc(NC(=O)CSc2ccc(-c3cccnc3)nn2)cc1 | 0% | 0 | 813 | 8% | -8% | nt | nt | -3% | nt | nt
O=C(N/N=C/C1CC=CCC1)c1cc2ccccc2cc1O (stereo not drawn) | -3% | -6 | 636 | 34% | 2% | 0.1% | 15% | 16% | -9.6% | 4%
Nc1ccc(OCc2ccco2)cc1 | 12% | 27 | 668 | -10% | -2% | nt | 0% | 4% | -3.3% | -5%
COc1ccc(C(C)C)cc1S(=O)(=O)N1CCC(C(=O)NCc2cccnc2)CC1 | -3% | 17 | 732 | -4% | -6% | nt | nt | -1% | nt | nt
O=C(O)C1CCCCC1C(=O)NCCCc1ccccc1 (stereo not drawn) | -3% | 13 | 759 | 2% | -9% | -2.2% | 2% | 0% | -3.1% | 48%
O=C(Nc1ccc(F)cc1)c1cc(-c2ccccc2)no1 | -79% | 4 | 653 | 2% | -5% | 2.6% | -1% | -2% | 0.1% | -3%
O=C(CCCN1C(=O)/C(=C/c2ccc(F)cc2)SC1=S)NCCCn1ccnc1 | -14% | -20 | 685 | 0% | -2% | nt | nt | -1% | nt | nt
CC1Sc2ccc(S(=O)(=O)CCC(=O)NCc3ccccc3Cl)cc2NC1=O (stereo not drawn) | 10% | -15 | 744 | -3% | -9% | nt | nt | 1% | nt | nt
CCOC(=O)Cc1csc(NC(=O)CCCc2ccccc2)n1 | 13% | -10 | 714 | 6% | 0% | nt | nt | -6% | nt | nt
Cc1ccc(NC(=O)c2cc3c(s2)CCC3)cc1S(=O)(=O)N1CCOCC1 | 6% | 10 | 764 | -2% | 2% | 1.5% | 10% | 4% | -6.4% | 2%
COc1ccc(OC)c(NC(=O)CSc2nnc(Cn3c(=O)sc4ccccc43)n2C)c1 | 20% | 16 | 745 | 16% | -4% | 4.0% | -2% | 10% | 2.7% | -2%
Cc1ccc(C)c(OCc2ccc(C(=O)NN)o2)c1 | 14% | -1 | 729 | ? | -4% | nt | 3% | -1% | nt | -1%
CC(C)(C)C1=C(C#N)C(c2ccc3c(c2)OCO3)C(C#N)=C(N)O1 (stereo not drawn) | -1% | nt | nt | -12% | -5% | 0.4% | 4% | -1% | -5.7% | -17%
Cn1cc(Br)c(C(=O)NNC(=O)Nc2ccccc2C(F)(F)F)n1 | 0% | 1 | 677 | 2% | -5% | -0.2% | 4% | 8% | -7.6% | 1%
CC(=O)Nc1ccc(S(=O)(=O)Nc2cccc(-c3cn4cccnc4n3)c2)cc1 | -6% | -5 | 702 | 21% | -11% | -1.8% | 13% | 0% | -0.5% | -25%
O=C(NCCCc1ccccc1)C(=O)c1c[nH]c2ccccc12 | 9% | -1 | 673 | 0% | -8% | nt | nt | -5% | nt | nt
COCc1cc(=O)[nH]c(Nc2nc(C)c3cc(OC)ccc3n2)n1 | 2% | -3 | 685 | -4% | -6% | -0.5% | -6% | -1% | -7.6% | -1%
Cc1ccc(C(=O)Nc2cccnc2Cl)cc1Cl | -41% | -8 | 816 | 14% | -2% | nt | nt | -1% | nt | nt
Clc1cc2c(cc1/C=N/Nc1nc(N3CCOCC3)nc(N3CCOCC3)n1)OCO2 | 13% | -2 | 748 | -7% | 2% | -1.1% | 12% | 3% | -5.9% | 7%
Cc1cccc(NC(=O)c2cccc(C(F)(F)F)c2)c1 | -12% | -1 | 699 | 2% | -4% | -0.8% | 4% | 4% | -1.8% | -5%
COc1ccc(N2CCN(Cc3cc(=O)oc4cc(C)c(Cl)cc34)CC2)cc1 | 10% | 1 | 761 | 1% | -5% | 0.2% | 5% | 0% | -5.8% | -6%
COc1cc(S(=O)(=O)NC2CCSc3ccccc32)ccc1NC(C)=O (stereo not drawn) | 8% | 1 | 830 | 10% | -6% | nt | nt | -1% | nt | nt
Fc1ccc(NC(=S)N2CCc3[nH]c4ccccc4c3C2)cc1 | 1% | -13 | 711 | -22% | 2% | nt | 9% | -2% | nt | 3%
CCN(CC)CCSc1nc2ccc(OC)cc2[nH]1 | 3% | -2 | 636 | -8% | -5% | nt | 2% | 1% | nt | 0%
Cn1c(-c2cccc([N+](=O)[O-])c2)cnc1NCc1ccc(C#N)cc1 | 16% | 0 | 621 | -5% | -5% | -1.7% | 6% | 20% | -1.1% | 3%
CN(c1ccc(Cl)cc1)S(=O)(=O)c1nnc(NC(=O)C(C)(C)C)s1 | 10% | -6 | 789 | -2% | 1% | nt | nt | 14% | nt | nt
CCOC(=O)C1(Cc2cccc(OC)c2)CCCN(Cc2ccc(NC(C)=O)cc2)C1 (stereo not drawn) | 8% | -16 | 712 | 6% | -7% | 0.7% | 0% | 1% | -7.3% | 0%
CCOC(=O)CNC(=O)N1CCCC(CNS(=O)(=O)c2cccs2)C1 (stereo not drawn) | 6% | 13 | 732 | -1% | -7% | 3.9% | -1% | 3% | -3.0% | -4%
COc1ccc2[nH]c(C(=O)N3CCc4ccccc4C3)c(C)c2c1 | 12% | -3 | 789 | 10% | -5% | nt | nt | 0% | nt | nt
O=c1c2[nH]c3ccccc3c2ncn1CCC1=CCCCC1 | -38% | nt | nt | 22% | -8% | 1.7% | 4% | 9% | -5.5% | 11%
N#CC1=C(N)Oc2n[nH]c(-c3cccs3)c2C1c1ccsc1 (stereo not drawn) | 5% | -26 | 675 | -9% | -7% | -1.4% | 15% | 38% | -0.4% | 32%
Brc1c(OCCOCCn2cncn2)ccc2ccccc12 | -11% | -16 | 592 | 2% | -1% | nt | 10% | 0% | 5.8% | 10%
O=C(N/N=C/c1cccs1)c1c[nH]c2ccccc12 | -46% | 27 | 660 | 3% | -3% | -4.4% | 17% | -3% | -4.9% | 19%
Cc1ccc(SCC(=O)NC(=O)NCc2ccco2)c(C)c1 | 14% | -22 | 786 | 36% | -6% | 0.0% | 6% | -3% | -7.2% | 8%
CC(C)(CO)NCc1ccc(Br)cc1 | -20% | 10 | 666 | 14% | 3% | -0.8% | -3% | 5% | -3.1% | 2%
Cc1ccc(N=Nc2c(N)nn3c(N)c(C#N)c(C)nc23)cc1 | -1% | 27 | 733 | -13% | -2% | -1.8% | 8% | 6% | -9.0% | 2%
C=C(C)CNC(=S)NNC(=O)c1ccncc1 | 21% | 5 | 672 | -13% | 2% | -1.8% | 6% | -3% | -0.9% | 0%
COC(=O)c1nn(-c2cccc(Cl)c2)ccc1=O | -8% | -18 | 701 | 6% | 2% | -0.6% | 20% | -6% | -2.8% | 0%
Cc1ccc(C(=O)N2CC(=O)Nc3ccc(F)cc3C2c2ccc(F)cc2)cc1[N+](=O)[O-] (stereo not drawn) | 24% | -2 | 649 | 1% | -2% | -1.2% | 2% | -11% | -5.5% | 5%
O=C(CSc1nnc2c(n1)[nH]c1ccc(F)cc12)NC1CC1 | 7% | -1 | 599 | 10% | -9% | nt | nt | 4% | nt | nt
Cc1ccc(NC(=O)COC(=O)CCOc2ccccc2C)cc1 | 5% | 4 | 698 | 5% | -5% | nt | 1% | -4% | -4.7% | 3%
CNC(=S)NNc1nc(N2CCOCC2)nc(N2CCOCC2)n1 | 5% | -1 | 727 | -19% | 4% | 0.5% | -5% | 10% | 0.3% | 0%
Cc1c(CC(=O)O)c(=O)oc2cc3occ(-c4ccccc4)c3cc12 | 1% | nt | nt | 9% | -5% | nt | nt | -2% | nt | nt
N#CC1=C2N=C(N)c3ccccc3N2C2=C(C(=O)CCC2)C1c1cccc(Cl)c1 (stereo not drawn) | 22% | -20 | 658 | 4% | 1% | 0.7% | 7% | 3% | -6.6% | 8%
Cc1occc1C(=O)N/N=C/c1ccc(OCc2ccccc2)cc1 | -49% | 60* | 727* | 18% | 3% | nt | 11% | 26% | nt | 4%
Cc1cc(C(=O)N/N=C/c2cc([N+](=O)[O-])ccc2O)c2ccccc2n1 | -6% | -15 | 612 | 5% | -4% | -0.3% | 22% | -6% | -12% | 0%
CC(NC(=O)Cn1cnnn1)C12CC3CC(CC(C3)C1)C2 (stereo not drawn) | -3% | nt | nt | -3% | -10% | 0.3% | 3% | 2% | -6.3% | 3%
Cc1ccc2cc(CN(CCN3CCCC3)C(=O)Nc3ccccc3)c(=O)[nH]c2c1C | 18% | nt | nt | 10% | 0% | -0.6% | 10% | -2% | -2.3% | 11%
CCN1CCN(C(=O)c2cnn3c(C(F)F)cc(-c4ccc(C)cc4)nc23)CC1 | 27% | -5 | 775 | 13% | -4% | 4.2% | 3% | -3% | -5.5% | -3%
CCNc1c(NC(=O)c2cccs2)c(=O)oc2ccccc12 | -8% | 2 | 780 | 4% | 4% | nt | nt | 3% | nt | nt

New compounds follow
SMILES | HEK293 NOD2/NF-kB | Hep lipid drop | Hep lipid drop cells 6.5 µM | AID2073 | LYP inhibition | ER stress rescue | P. falciparum M1AAP | SIAH1 antagonists | XIAP antagonists | P. falciparum M17LAP
Cc1cccc(N2CCN(C(=O)Cc3ccc(-n4c(=O)[nH]c5ccsc5c4=O)cc3)CC2)c1C | -14% | 23 | 720 | 44% | 0% | -1.9% | -2% | -2% | -2.3% | 12%
N#Cc1c(NC(=O)COC(=O)c2ccc(F)cc2)sc2c1CCC2 | 7% | nt | nt | -5% | -4% | -2.1% | 3% | 2% | -3.7% | -1%
O=C(COC(=O)CCS(=O)(=O)c1ccc(Cl)cc1)NC1CCCCC1 | -3% | -10 | 787 | -6% | -10% | -0.5% | 6% | 2% | -7.3% | -16%
COC(=O)C1=C(C)NC(=S)N(C(C)=O)C1c1ccc(OC)c(OC)c1 (stereo not drawn) | 19% | 0 | 707 | -11% | 0% | 1.6% | 7% | 13% | 0.0% | 30%
COc1ccc(NC(=O)Cc2ccc(Cl)cc2Cl)cn1 | 0% | -27 | 665 | 6% | -2% | 1.1% | 11% | 5% | -1.7% | 12%
Cc1nc2ccccc2c(=O)n1NC(=O)c1ccco1 | -3% | -19 | 659 | 5% | 3% | 1.3% | 71µM* | 20% | -3.3% | -7%
Cc1ccc(CN2CCN(/N=C/c3ccccc3)CC2)cc1 | 6% | 2 | 703 | -7% | -6% | nt | 1% | 15% | nt | -10%
O=C(c1ccccc1)c1ccc(OCCCN2CCCC2)cc1 | 1% | -29 | 693 | 5% | 4% | -1.6% | 5% | 3% | -6.3% | 13%

The list is partial (hit frequency here may not be typical).
